Screens from PubChem.
SMN2 splice up: SMN2 splice variant enhancement. 2.8% of 210,000 active. Potency, µM (series often up to 46.1 µM), for the others: top-dose activity change, positive = activation, most hits filed as activators. HEK293 SMN2-luciferase splicing reporter, luminescence, 30-36 h; further: % of control where 0% means no effect; nearly all actives have a fitted effect of over 55% in size
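HEK293 cells carry an SMN2 […]–luciferase reporter in which exon 7 inclusion puts luciferase in frame. Cells were plated 10-12 h before compound addition, then incubated 30-36 h at 37C. ONE-Glo luminescence was read; sodium butyrate at 4.5 mM final served as control.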
Tau fibril FP: tau fibrillization inhibition (FP); P10636; K18 P301L tau heparin fibrillization, Alexa594 FP, 6 h; Potency, µM (highest dose often 57.7 µM), without a hit: top-dose activity, negative = inhibition, most hits filed as inhibitors; 0.39% of 280,000 active; further: on the % scale 0 is the no-effect control and ±100 the full control effect; nearly all actives have a fitted effect of over 55% in size
Target sequence (P10636 561-689 P618L limits assumed): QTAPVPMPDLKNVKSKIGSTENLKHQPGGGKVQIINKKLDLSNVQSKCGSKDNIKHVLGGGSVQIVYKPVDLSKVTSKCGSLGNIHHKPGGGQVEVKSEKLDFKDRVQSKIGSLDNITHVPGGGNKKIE
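Quantitative HTS format: compounds meet 15 uM recombinant K18 P301L tau and Alexa 594-tau tracer in 100 mM sodium acetate pH 7; 20 uM heparin triggers fibrillization at 37 C over 6 hr; FP gives the signal.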
KDM4E inh: blocks human JMJD2E demethylase activity; 1.6% of 230,000 active; JMJD2E catalytic domain, FDH-coupled NADH fluorescence (FDH is formaldehyde dehydrogenase); Potency, µM (highest dose often 57.1 µM), for the others: at the highest dose activity change, negative = inhibition, actives largely listed as inhibitors; active means well fitted inhibition curve with a large enough effect, not every such curve was filed as active; inconclusive means small, poorly fitted or top-dose-only effect, or another doubt; inactive means no such curve, though single readings can be large or run the other way;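 further: 0% = wells with enzyme and -100% = buffer wells without enzyme; nearly all actives have a fitted effect of over 50% in size; many of its hits are not listed in these tables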
Target sequence (B2RXH2 1-337 limits assumed): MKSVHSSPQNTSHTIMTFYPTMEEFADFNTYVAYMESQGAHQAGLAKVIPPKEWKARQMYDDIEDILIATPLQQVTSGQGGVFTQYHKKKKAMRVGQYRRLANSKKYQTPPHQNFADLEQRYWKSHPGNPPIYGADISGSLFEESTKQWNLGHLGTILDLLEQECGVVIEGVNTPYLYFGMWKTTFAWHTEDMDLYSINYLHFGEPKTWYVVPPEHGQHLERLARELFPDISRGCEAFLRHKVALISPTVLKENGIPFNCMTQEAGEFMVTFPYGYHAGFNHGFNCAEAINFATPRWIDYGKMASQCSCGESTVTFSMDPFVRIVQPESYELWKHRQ
Tau fluor counter: counter-screen for tau fibril formation inhibitors; Potency, µM (titrated, usually from 57.7 µM), for inactives: top-dose activity change, negative = decrease; 0.93% of 280,000 active; tau K18 P301L Alexa594 fluorescence, heparin fibrillization; further: on the % scale 0 is the no-effect control and ±100 the full control effect; nearly all actives have a fitted effect of over 55% in size
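Human K18 P301L tau (15 uM unlabeled plus 0.24 uM Alexa 594-labeled, final) in 100 mM sodium acetate pH 7 was mixed with compound and 20 uM heparin and incubated 6 hr at 37 C.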
ALDH1A1 inh: ALDH1A1 (human) enzyme inhibition | Potency, µM (titrated, usually from 75.3 µM), for inactives: at the highest dose activity, negative = inhibition, actives largely listed as inhibitors | 7.3% of 220,000 active | P00352 | Purified ALDH1A1, NADH fluorescence, propionaldehyde substrate; active means well fitted inhibition curve with a large enough effect, not every such curve was filed as active; inconclusive means small, poorly fitted or top-dose-only effect, or another doubt; inactive means no such curve, though single readings can be large or run the other way;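 further: plate controls were no enzyme wells and a reference inhibitor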
Target sequence (P00352 whole entry, looked up): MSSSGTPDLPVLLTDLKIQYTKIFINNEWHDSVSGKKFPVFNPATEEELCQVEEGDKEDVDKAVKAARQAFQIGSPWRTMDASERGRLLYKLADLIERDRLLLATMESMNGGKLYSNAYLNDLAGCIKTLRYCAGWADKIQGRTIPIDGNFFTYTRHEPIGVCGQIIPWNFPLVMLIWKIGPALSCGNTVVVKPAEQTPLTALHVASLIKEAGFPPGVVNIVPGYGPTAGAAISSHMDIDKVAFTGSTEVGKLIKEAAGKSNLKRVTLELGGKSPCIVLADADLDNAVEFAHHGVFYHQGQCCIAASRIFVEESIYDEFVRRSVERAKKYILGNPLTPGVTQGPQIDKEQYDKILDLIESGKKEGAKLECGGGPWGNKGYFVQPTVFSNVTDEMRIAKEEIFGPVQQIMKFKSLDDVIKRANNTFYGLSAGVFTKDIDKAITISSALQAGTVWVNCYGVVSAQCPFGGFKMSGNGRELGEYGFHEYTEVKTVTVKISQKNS
HTT ATP protect: cytoprotection in Huntington HTT-Q103 PC12 cell model; Potency, µM (highest dose often 56.4 µM), for the others: cytoprotection (ATP increase), usual class: activators; 0.14% of 230,000 active; PC12 HTT-Q103 induced, cytoprotection, ATP luminescence, 40 h;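 further: % of control where 0% means no effect; nearly all actives have a fitted effect of over 45% in size; toxic huntingtin expression switched on by the ecdysone agonist tebufenozide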
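Quantitative HTS on tebufenozide-induced (100 nM) PC12 cells expressing HTTQ103 exon 1–GFP; compounds tested as a concentration series; survival measured via cellular ATP.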
Tau fibril ThT: inhibitors of human tau fibril formation, thioflavin T binding; P10636; recombinant tau K18 P301L (four-repeat tau fragment), heparin-induced fibrillization, ThT fluorescence; 2.1% of 270,000 active; Potency, µM (titrated, usually from 57.4 µM), inactives show at the highest dose activity, negative = inhibition, usual class: inhibitors; further: on the % scale 0 is the no-effect control and ±100 the full control effect; nearly all actives have a fitted effect of over 55% in size
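Heparin-induced (20 uM) aggregation of recombinant human K18 P301L tau, 15 uM unlabeled with 0.24 uM labeled, pH 7 acetate buffer, 6 hr at 37 C with compound. Fibrils quantified by 30 uM ThT fluorescence after 1 hr ambient incubation.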
HTT aggregate: mutant huntingtin aggregation inhibition. PC12 HttQ103-GFP aggregates, Acumen cytometry, 40 h. Potency, µM (series often up to 46.1 µM), for inactives: at the top dose activity change, negative = inhibition, usual class: inhibitors. 1.1% of 220,000 active. AID 1688; further: on the % scale 0 is the no-effect control and ±100 the full control effect; nearly all actives have a fitted effect of over 60% in size
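Using laser scanning cytometry, GFP-positive aggregates were counted after lysis of PC12 cells induced with 100 nM tebufenozide to express HTT exon 1 Q103–GFP. Compounds were tested in titration.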
Active calls of the source: *; ? = inconclusive; · = not tested or not shown; & = joins results of further samples; [ ] = remark or other dose. Unless noted, the call rests on the fitted dose curve; in most records, active means well fitted curve in the direction sought with a large enough effect; inconclusive means small, poorly fitted or top-dose-only effect, or another doubt; inactive means no such curve, though single readings can be large; an effect the other way counts as inactive or inconclusive. Potency means the concentration at half of the fitted maximal effect.

1. C=CCN(c1cccc(C(F)(F)F)c1)S(=O)(=O)c1cccc(C(=O)OCC(=O)NCCC)c1
2. COC(=O)C1=C(C)OC(N)=C(C#N)C1C1CCCCC1 (stereo unspecified)
3. COc1cccc(C2C(C(=O)c3cccs3)=C(O)C(=O)N2c2cc(C)on2)c1 (stereo unspecified)
4. COc1cccc(-n2nc(-c3ccnn3-c3ccc(F)cc3)c(=O)n(C)c2=O)c1
5. O=C(CCn1c(=O)oc2ccccc21)Nc1ccc2c(c1)OCCO2
6. O=c1cc(CN2CCC3(CC2)OCCO3)c2c(ccc3ccccc32)o1
7. CCCCCC#CC[C@@H](O)/C=C/C=C/C=C\[C@@H](O)CCCC(=O)O
8. O=C(CNC(=O)c1cccs1)NCC(=O)OCc1c(Cl)cccc1Cl

screen / no.	1	2	3	4	5	6	7	8
SMN2 splice up	·	-9%	26%	-8%	·	-9%	12%	-17%
Tau fibril FP	-16%	-3%	-3%	2%	4%	4%	0%	3%
KDM4E inh	-19%	5%	0%	16%	-19%	?	-3%	-1%
Tau fluor counter	-27%	1%	-7%	-8%	8%	-15%	-1%	1%
ALDH1A1 inh	0%	-2%	-7%	?	·	?	11%	5%
HTT ATP protect	-3%[10 µM]	14%	-1%	-12%	-16%[10 µM]	3%[10 µM]	17%	-18%
Tau fibril ThT	-14%	-4%	-17%	-2%	8%	-18%	1%	-5%
HTT aggregate	27%	9%	18%	-21%	-1%[9.22 µM]	?	·	7%

9. CC12CCC(C(=O)Nc3ccccc3-n3cccc3)(CC1=O)C2(C)C (stereo unspecified)
10. COc1ccc(-n2c(=S)[nH]c3sc4c(c3c2=O)CCc2ccccc2-4)cc1
11. NC1=NC2(CCCC2)N=C(Nc2ccccc2)N1
12. CC1(C)CC(=O)c2cnc(NC(=O)CCc3ccccc3)nc2C1
13. O=C(NCCCN1CCOCC1)C1CC(=O)N(CCc2ccccc2)C1 (stereo unspecified)
14. COc1ccc(OCCNS(=O)(=O)c2ccc3oc4ccccc4c3c2)cc1
15. Cc1ccc(CCNC(=O)c2ccc(CS(=O)(=O)Cc3ccccc3F)o2)cc1
16. Nc1nc(CC(=O)CSc2ccc(Cl)cc2)nc(Nc2ccc(F)cc2)n1

screen / no.	9	10	11	12	13	14	15	16
SMN2 splice up	·	9%	·	30%	45%	-11%	-12%	-3%
Tau fibril FP	-3%	-13%	-4%	-6%	2%	-2%	5%&8%	-14%
KDM4E inh	1%	-2%	-1%	0%	-4%	-2%	0%	-7%
Tau fluor counter	-4%	-13%	-13%	-9%	-3%	-17%	-17%&-10%	-4%
ALDH1A1 inh	?	4µM*	·	?	?	4%	0%	18%
HTT ATP protect	17%[10 µM]	·	16%[10 µM]	1%	5%[10 µM]	4%	-7%	-29%[10 µM]
Tau fibril ThT	2%	?	-4%	-12%	2%	-1%	-15%&-6%	-1%
HTT aggregate	?	29%	14%[9.22 µM]	0%	-9%	-26%	-29%	5%

17. N#CCC(=O)N1CCn2c1nc1ccccc12
18. OC1CCCN(Cc2nc(Cc3ccccc3Cl)no2)C1 (stereo unspecified)
19. COc1ccc(C(=O)NN=C(Cc2ccccc2)Cc2ccccc2)cc1OC
20. COc1ccccc1Cn1cnc2cccnc21
21. COc1cccc(Nc2nc3ccc(C(=O)c4ccccc4)cc3n3c(C)nnc23)c1
22. O=C(CCN1CCc2ccccc2C1)Nc1ccc2c(c1)OCO2
23. O=C(Nc1ncc2c(n1)-c1ccccc1OC2)c1cccc([N+](=O)[O-])c1
24. CC1=CC2C(C(C)C)CCC(C)(O)C2CC1 (stereo unspecified)

screen / no.	17	18	19	20	21	22	23	24
SMN2 splice up	6%	·	-6%	8%	4%	-13%	-2%	-2%
Tau fibril FP	3%	1%	-7%	4%	4%	4%	0%	-14%
KDM4E inh	0%	4%	29%	-4%	·	-7%	?	-3%
Tau fluor counter	-1%	-2%	-12%	-8%	5%	-9%	-17%	-9%
ALDH1A1 inh	13%	1%	?	-1%	·	?	?	6%
HTT ATP protect	15%[1.9 µM]	-4%[10 µM]	·	2%	·	-11%	-27%	·
Tau fibril ThT	-7%	0%	?	-10%	-7%	-13%	?	-3%
HTT aggregate	5%	-22%[9.22 µM]	-16%	3%	·	17%	-14%	·

25. COc1ccc(CCNC(=O)CN(c2cc([N+](=O)[O-])ccc2OC)S(C)(=O)=O)cc1OC
26. Cc1cccc(NC(=O)C2CCCN2S(=O)(=O)c2cccc3nsnc23)c1C (stereo unspecified)
27. CCOC(=O)CC(=O)CSc1n[nH]c(=O)[nH]c1=O
28. O=C(NNC(=O)c1sccc1-n1cccc1)c1cccs1
29. Cc1cccc(NC(=O)c2cnn(-c3ccccc3)c2-n2cccc2)c1C
30. S=c1[nH]nc(-c2ccc3ccccc3n2)o1
31. CC(O)CCCCn1c(=O)c2c(ncn2C)n(C)c1=O (stereo unspecified)
32. Cc1ccc(-n2nnnc2CN2CCCCC2)cc1

screen / no.	25	26	27	28	29	30	31	32
SMN2 splice up	-4%	-4%	·	-8%	8%	-19%	0%	6%
Tau fibril FP	12%	-6%	-19%	-1%	-3%	3%	-10%	-1%
KDM4E inh	-3%	·	-6%	19%	·	-4%	·	1%
Tau fluor counter	-5%	-12%	-8%	8%	1%	-5%	-3%	4%
ALDH1A1 inh	9%	·	·	0%	·	?	-4%	5%
HTT ATP protect	-14%	·	37%[10 µM]	21%	·	-11%	0%	·
Tau fibril ThT	-8%	-8%	-2%	1%	-4%	-9%	0%	7%
HTT aggregate	39%	·	28%[9.22 µM]	17%	·	1%	0%	·

Entries above that bear a hit mark in ALDH1A1 inh:
no. | mol | SMN2 splice up | Tau fibril FP | KDM4E inh | ALDH1A1 inh | Tau fibril ThT | HTT aggregate
10 | COc1ccc(-n2c(=S)[nH]c3sc4c(c3c2=O)CCc2ccccc2-4)cc1 | 9% | -13% | -2% | 4µM* | ? | 29%

More compounds
33. CC1=C(C(=O)Nc2nc3ccccc3s2)C(c2ccco2)C(C#N)=C(SCC(=O)NC2CCCCC2)N1 (stereo unspecified)
34. C=CCN1C(=O)N(/C=C/C)c2cccc3cccc1c23
35. CC1N=C(N)C(c2nc3ccccc3n2C)=C1O (stereo unspecified)
36. c1ccc(Cn2nc(-c3ccccc3)nc2-c2ccccc2)cc1
37. CCOC(=O)CN=C/C(C(=O)Nc1nccs1)=C(/C)O
38. COc1ccc(S(=O)(=O)N/N=C\c2ccc(OC)c(COc3ccc(C)cc3[N+](=O)[O-])c2)cc1
39. Cc1nc2ccccn2c1C(=O)NC1CCCc2ccccc21 (stereo unspecified)
40. Cc1cccc(-c2noc(CN(C(=O)COc3ccc(Br)cc3C)C(C)C)n2)c1

screen / no.	33	34	35	36	37	38	39	40
SMN2 splice up	-11%	10%	6%	25%	-10%	-9%	·	-16%
Tau fibril FP	?	6%	-3%	-3%	1%	?	-4%	-12%
KDM4E inh	?	-6%	3%	-6%	-6%	2%	?	·
Tau fluor counter	-25%	-17%	-5%	-18%	-11%	?	-14%	?
ALDH1A1 inh	?	5%	9%	?	-5%	14µM*	5%	·
HTT ATP protect	?	12%	-49%[inhibitor]	10%[10 µM]	-3%	2%[10 µM]	28%[10 µM]	·
Tau fibril ThT	-3%	-15%	-2%	-7%	-5%	-8%	-8%	-21%
HTT aggregate	1%	-18%	-7%	-2%	18%	1%	2%[9.22 µM]	·

41. O=C(CC1Oc2ccc(Cl)cc2NC1=O)NC1CCCCCC1 (stereo unspecified)
42. COc1cc(OC)c2c(=O)cc(-c3ccccc3)oc2c1
43. COc1cc(C)c(S(=O)(=O)N2CCOCC2)c(C)c1C
44. O=C(CSc1c[nH]c2ccccc12)N1CCOCC1
45. CNS(=O)(=O)c1ccc2nc(NC(=O)/C=C/c3ccco3)sc2c1
46. O=c1n(-c2cccc(Cl)c2)c(=O)n2n1CCC2
47. Cc1ccc(N2C(=O)C3C(c4ccccc4)(C2=O)C3(c2ccccc2)c2ccccc2)cc1 (stereo unspecified)
48. COc1ccc(NS(=O)(=O)c2ccc(OC)c3ccccc23)cn1
49. O=c1c2ccccc2nc(-c2cccc(Cl)c2)n1O

screen / no.	41	42	43	44	45	46	47	48	49
SMN2 splice up	-16%	·	·	-5%	-21%	19%	-33%[inhibitor]	-18%	-4%
Tau fibril FP	-4%	5%	3%	7%	0%	0%	-1%	-3%	5%
KDM4E inh	0%	?	-10%	4%	?	-6%	6%	-2%	?
Tau fluor counter	-5%	-1%	-13%	-2%	-21%	-2%	-1%	-17%	2%
ALDH1A1 inh	2%	?	1%	0%	?	?	-2%	7.1µM*	13%
HTT ATP protect	-18%[10 µM]	-35%[10 µM]	2%[10 µM]	-9%[0.074 µM]	-40%[inhibitor]	-12%	-23%	-23%	-8%[1.9 µM]
Tau fibril ThT	-2%	-18%	-5%	-9%	-14%	4%	5%	4%	-5%
HTT aggregate	7%	13%[9.22 µM]	-4%[9.22 µM]	23%	5%	12%	-16%	18µM*	?

Four entries from above, sorted by number of heavy atoms, high to low.
48. COc1ccc(NS(=O)(=O)c2ccc(OC)c3ccccc23)cn1
42. COc1cc(OC)c2c(=O)cc(-c3ccccc3)oc2c1
44. O=C(CSc1c[nH]c2ccccc12)N1CCOCC1
46. O=c1n(-c2cccc(Cl)c2)c(=O)n2n1CCC2

screen / no.	48	42	44	46
SMN2 splice up	-18%	·	-5%	19%
Tau fibril FP	-3%	5%	7%	0%
KDM4E inh	-2%	?	4%	-6%
Tau fluor counter	-17%	-1%	-2%	-2%
ALDH1A1 inh	7.1µM*	?	0%	?
HTT ATP protect	-23%	-35%[10 µM]	-9%[0.074 µM]	-12%
Tau fibril ThT	4%	-18%	-9%	4%
HTT aggregate	18µM*	13%[9.22 µM]	23%	12%

This is a subset. The share of hits here may be higher or lower than overall.
